Screening results deposited in PubChem by several laboratories.
GlmU inhibition = inhibition of mycobacterial GlmU enzyme – biochemical, glucosamine-1-phosphate acetyltransferase (AID 1376) | Bifunctional protein GlmU (Mycobacterium tuberculosis (strain ATCC 25618 / H37Rv)) | M. tuberculosis GlmU acetyltransferase enzyme assay; higher % means a stronger effect | one-dose inhibition, %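 (tested at 30 µM in the primary screen)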; IC50 in µM for titrated hits | hit rate 0.25% among 220,000; in the data active means inhibition above about 13%;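 further: 0% = complete reaction with vehicle and 100% = reaction without substrate; strong numbers were not always called active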
RmlCD inh 1536 = M. tuberculosis RmlC/RmlD coupled enzyme inhibitors, primary screen, biochemical, compound mixtures, 384-well, from 1536-well plates. hit rate 0.03% among 160,000. AID 1533, 2009. dTDP-4-dehydrorhamnose reductase (Mycobacterium tuberculosis (strain ATCC 25618 / H37Rv)) …. RmlC+RmlD coupled enzyme assay, percent inhibition; primary screen in compound mixtures. inhibition, % at 3.6 µM; in the data active means inhibition mostly above about 34%, no sharp cut-off; further: some results filed as inactive read as strong as hits
Target sequence (P9WH09 whole entry, looked up): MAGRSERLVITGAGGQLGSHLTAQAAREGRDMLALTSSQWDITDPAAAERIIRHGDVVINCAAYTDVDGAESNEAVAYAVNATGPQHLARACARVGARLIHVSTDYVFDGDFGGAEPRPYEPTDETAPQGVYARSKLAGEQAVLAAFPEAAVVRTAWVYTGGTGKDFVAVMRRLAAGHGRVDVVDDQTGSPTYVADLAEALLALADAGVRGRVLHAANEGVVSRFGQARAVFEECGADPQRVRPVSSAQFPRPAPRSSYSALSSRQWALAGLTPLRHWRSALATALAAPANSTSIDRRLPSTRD
Target sequence (P9WH11 whole entry, looked up): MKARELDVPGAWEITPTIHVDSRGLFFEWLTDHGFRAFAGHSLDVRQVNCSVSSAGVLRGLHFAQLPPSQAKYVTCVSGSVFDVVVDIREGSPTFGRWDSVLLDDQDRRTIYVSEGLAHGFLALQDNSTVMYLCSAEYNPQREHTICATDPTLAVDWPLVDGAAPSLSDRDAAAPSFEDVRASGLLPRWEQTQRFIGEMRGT
Active calls of the source: *; . = no result given.

SMILES	GlmU inhibition	RmlCD inh 1536
CC(C)(C)OCC(O)CN1CCN(C(=O)c2ccccc2)CC1 (stereo unspecified)	3.1%	-6
COC(=O)C1Cc2ccccc2CN1C(=O)CCl (stereo unspecified)	1.1%	-7
COC(=O)CCC(=O)N1CCOCCOCCOCC1	2.2%	.
COc1cc2c(cc1OC)CN(C(=O)CSc1nc(N)c(C#N)cc1C#N)CC2	2.6%	2
Cc1cc2ccccc2c(=O)n1CC(=O)NCCC1=CCCCC1	1.4%	-52
O=C(O)CN1C(=O)CSc2ccccc21	-3.3%	0
CCOc1nc(-c2ccc(C)cc2)ccc1-c1noc(COC)n1	-2.1%	-2
Cc1ccc(NS(=O)(=O)c2c(C)[nH]c(=O)[nH]c2=O)cc1C	-7.8%	.
CC(=O)Nc1ccc(NC(=O)C(C)OC(=O)/C=C/c2cccs2)cc1 (stereo unspecified)	-0.5%	-6
CCCC(=O)N1CCCC(c2nc(-c3cccc(OC)c3)no2)C1 (stereo unspecified)	0.5%	2
O=C(CNS(=O)(=O)c1ccc(Cl)cc1)OCC(=O)N1CCCc2ccccc21	2.3%	5
COc1cc(N2CCOCC2)ccc1C=C(C#N)C#N	-2.6%	9
Cc1ccc(SCCC(=O)OC(C(=O)NC(N)=O)C(C)C)cc1 (stereo unspecified)	-1.8%	.
Cc1nc(CNS(=O)(=O)c2ccc3ccccc3c2)cs1	-1.8%	6
O=C(Cn1cc(C(=O)C(F)(F)F)c2ccccc21)N1CCOCC1	4.1%	18
c1ccc2c(c1)OCC(c1csc3ncnc(N4CCCCC4)c13)O2 (stereo unspecified)	0.7%	.
O=C(O)CCCC(=O)Nc1nc2n(n1)C(c1ccc(F)cc1)CC(c1ccc(Cl)cc1)N2 (stereo unspecified)	2.4%	.
O=C(C1CCN(S(=O)(=O)N2CCOCC2)CC1)N1CCOCC1	-0.2%	.
COc1cc(OC)cc(C(=O)N2CCC(N3CCN(c4ccccc4)CC3)CC2)c1	-0.2%	-4
COc1cc(CNCCc2ccccc2)ccc1OCC(N)=O	-2.1%	8
COc1cc(OC)c(N(C)S(=O)(=O)c2cccc(C(=O)OCc3c(C)noc3C)c2)cc1Cl	0.5%	4
Cc1cccc(C(=O)c2c[nH]cc2-c2ccccc2)c1	8.5%	9
COc1ccc(C)cc1NC(=O)c1nc2nc(C)cc(C)n2n1	11%	.
COc1ccc(C)cc1NC(=O)C(=O)N1CCCC1	-2.5%	20

Among those listed so far, these contain a COOH group.
SMILES	GlmU inhibition	RmlCD inh 1536
O=C(O)CN1C(=O)CSc2ccccc21	-3.3%	0
O=C(O)CCCC(=O)Nc1nc2n(n1)C(c1ccc(F)cc1)CC(c1ccc(Cl)cc1)N2 (stereo unspecified)	2.4%	.

Additional structures follow.
SMILES	GlmU inhibition	RmlCD inh 1536
COc1ccc(CCN2CC(C(=O)NCc3ccc(F)cc3)CC2=O)cc1OC (stereo unspecified)	-2.5%	.
O=C(NCc1ccc(Cl)cc1)C(=O)NCC1OCCN1S(=O)(=O)c1cccs1 (stereo unspecified)	-4.6%	.
Cc1noc(C)c1C(=O)OCC(=O)c1c[nH]c2ccccc12	6.1%	2
COc1cccc(CNC(=O)CCN2C(=S)NC(C)(C)CC2C)c1 (stereo unspecified)	3.3%	4
C=C1C(C(=O)Nc2ccccc2)C1C(=O)Nc1ccccc1 (stereo unspecified)	2.3%	7
S=C(NC1CCCCC1)N1CCc2[nH]c3ccccc3c2C1	-3.9%	14
COc1cccc(N2CCN(S(=O)(=O)c3ccc4nc(-c5ccccc5)[nH]c4c3)CC2)c1	2.0%	6
Oc1ccc2oc3c(c2c1C=NCc1ccncc1)CCCC3	-1.9%	4
O=C(c1ccc(S(=O)(=O)N2CCOCC2)cc1)N1CCOCC1	-4.0%	.
COc1cc2c(cc1OC)-c1c(OC)c(OC)cc3c1C(C2)N(C)CC3 (stereo unspecified)	-0.9%	.
CC(=O)c1c(OC(=O)c2cccc(Cl)c2)c2ccccc2n1C	7.0%	10
CCOc1cc(S(=O)(=O)N(Cc2ccccc2)Cc2ccccc2)c(OCC)cc1-n1cnnn1	.	-10
COC(=O)CC1Oc2ccc(C)cc2NC1=O (stereo unspecified)	0.0%	.
O=C(O)CSCc1cn2cc(Cl)ccc2n1	1.1%	8
O=C(NCCc1ccc(Cl)cc1)c1ccc(CNc2c(N3CCOCC3)c(=O)c2=O)cc1	0.6%	57
CC(C)(O)C#Cc1ccc(CN2CCN(Cc3ccccc3)C(CCO)C2)cc1 (stereo unspecified)	-11%	.
CC1(C)NC(=O)N(CC(=O)OCC(=O)Nc2sccc2C#N)C1=O	9.2%	2
O=C1CC(c2ccccc2)=Nc2ccccc2N1Cc1ccccc1	-5.7%	-2
O=C(Cc1ccccc1)OCCN1CCCCC1	8.4%	.
NS(=O)(=O)c1ccc(CCNS(=O)(=O)c2ccccc2)cc1	-3.4%	7
CCN(CC)CCN(C(=O)c1ccc2c(c1)CCCC2)c1nc2ccc(F)cc2s1	4.3%	10
NC(=O)C1(N2CCCCC2)CCN(S(=O)(=O)c2cc(Cl)ccc2Cl)CC1	-2.6%	7
Cc1cc(-c2ccccc2)n(-c2ccc(C(=O)NC(C)C)cc2)n1	1.4%	.
NS(=O)(=O)c1ccc(CCNC(=O)CCCn2c(=O)[nH]c3ccc(Br)cc3c2=O)cc1	-4.3%	-2
O=C(C1CCCCC1)N1CCCC(c2nc3c(nnn3Cc3ccccc3)c(=O)[nH]2)C1 (stereo unspecified)	6.4%	19
CC1CCCN(c2ncnc3c2cnn3-c2ccc(Cl)cc2)C1 (stereo unspecified)	2.6%	.
CCOc1cnc(-c2c(-c3ccccc3Cl)noc2C)o1	-0.2%	-11
CCC(=O)Nc1cc2c(cc1C(=O)CC)OCCO2	-1.6%	3
CCN(CC)CCCNC(=O)c1nn(-c2ccccc2OC)c(=O)c2ccccc12	5.2%	-4
Cc1cccc(Nc2nc3ccccc3s2)c1C	-3.2%	.
CC1(C)CC2CC(C)(CN2C(=O)COC(=O)c2cc(Cl)cc(Cl)c2N)C1 (stereo unspecified)	1.5%	.
CCN(CC)S(=O)(=O)c1ccc(C(=O)NNC(=O)C2CCN(S(=O)(=O)c3ccc(Cl)cc3)CC2)cc1	0.1%	5
O=C(O)c1cccc(-n2cnnn2)c1	-1.8%	.
O=C(N/N=C/c1ccc(Cl)cc1Cl)c1n[nH]c2c1CCCC2	-1.6%	-3
O=C(Nc1cccc2ncccc12)C(c1ccccc1)c1ccccc1	-6.9%	-8
CCCOc1ccc(C2NC(=O)NC2=O)cc1 (stereo unspecified)	1.1%	10
O=c1cnnc(N/N=C/c2ccc3c(c2)OCO3)[nH]1	1.8%	-6
N#CC(C#N)=C(N)c1cccnc1	6.9%	7
O=C(O)Cn1nc(-c2ccc(F)cc2)oc1=O	-1.8%	0
Cc1nc(Nc2ccccc2)sc1C	-1.3%	-9
Cc1[nH]n(S(=O)(=O)Cc2ccccc2)c(=O)c1N=Nc1ccccc1Cl	-1.0%	-2
CC(C)c1ccc(N(C(=O)c2cc3ccccc3oc2=O)C2C=CS(=O)(=O)C2)cc1 (stereo unspecified)	-1.8%	66
COc1cc(OC)c2ccc(=O)oc2c1C(CCN1CCCC1)c1ccc2c(c1)OCO2 (stereo unspecified)	-0.3%	-2
Cc1ccc(C2(C(F)(F)F)N=C3Sc4cc(C)ccc4N3C(=O)N2)cc1 (stereo unspecified)	.	0
CC(=O)c1c(C)[nH]c(C(=O)COC(=O)CCSc2ccccc2)c1C	1.3%	.
COc1cccc(C(=O)Oc2ccc(N3C(=O)CCC3=O)c(C)c2)c1	-1.6%	10
COc1cc2c(cc1NC(=O)CN1C(=O)NC3(CCc4ccccc43)C1=O)oc1ccccc12 (stereo unspecified)	7.9%	10
CCn1cc(/C=N/NC(=O)c2ccc(C#N)cc2F)c2ccccc21	1.9%	8

Four entries from above in another layout.
Cc1[nH]n(S(=O)(=O)Cc2ccccc2)c(=O)c1N=Nc1ccccc1Cl
  GlmU inhibition: -1.0% | RmlCD inh 1536: -2

CC(C)c1ccc(N(C(=O)c2cc3ccccc3oc2=O)C2C=CS(=O)(=O)C2)cc1 (stereo unspecified)
  GlmU inhibition: -1.8% | RmlCD inh 1536: 66

COc1cc(OC)c2ccc(=O)oc2c1C(CCN1CCCC1)c1ccc2c(c1)OCO2 (stereo unspecified)
  GlmU inhibition: -0.3% | RmlCD inh 1536: -2

Cc1ccc(C2(C(F)(F)F)N=C3Sc4cc(C)ccc4N3C(=O)N2)cc1 (stereo unspecified)
  GlmU inhibition: . | RmlCD inh 1536: 0

Continued.
SMILES	GlmU inhibition	RmlCD inh 1536
CCOC(=O)c1cc2sccc2n1CC(=O)C(C)(C)C	-4.3%	6
Cc1cc(/C=C2/SC(=O)N(CC(=O)N3CCOCC3)C2=O)c(C)n1-c1ccccc1F	0.0%	-5
CCc1ccc(OCC2c3cc(OC)c(OC)cc3CCN2C(=S)NC)cc1 (stereo unspecified)	-3.5%	-4
COc1cccc(N2CCN(Cc3nc(N)nc(Nc4ccccc4OC)n3)CC2)c1	-3.5%	5
Cc1ccc(NC(=O)CCC(=O)NNC(=O)c2ccccc2)c(C)c1	0.6%	-6
O=C(OCC(=O)N1CCCc2ccccc21)c1ccc(Cl)nc1	-8.4%	-4
CC(C)CCn1c(CN2CCOCC2)nc2c1c(=O)n(C)c(=O)n2C	5.2%	-3
O=C(NNC(=O)c1sccc1-n1cccc1)c1ccc(Cl)cc1	-0.7%	8
CCOC(=O)c1sc(C)c2c1NC1(CCCCCC1)NC2=O	-4.0%	.
COc1ccc(N2CCN(CCCNC(=S)Nc3c(C)cccc3C)CC2)cc1	-4.2%	-11
CCOC(=O)c1c(-c2cccs2)csc1NC(=O)c1ccco1	2.8%	-9
O=C(Nc1ccc(S(=O)(=O)Nc2nccs2)cc1)c1ccc(=O)[nH]c1	4.8%	9

A draw from above in order of formula weight, largest number first:
SMILES	GlmU inhibition	RmlCD inh 1536
NS(=O)(=O)c1ccc(CCNC(=O)CCCn2c(=O)[nH]c3ccc(Br)cc3c2=O)cc1	-4.3%	-2
O=C(Nc1ccc(S(=O)(=O)Nc2nccs2)cc1)c1ccc(=O)[nH]c1	4.8%	9
COc1cccc(CNC(=O)CCN2C(=S)NC(C)(C)CC2C)c1 (stereo unspecified)	3.3%	4
O=C(O)CN1C(=O)CSc2ccccc21	-3.3%	0
N#CC(C#N)=C(N)c1cccnc1	6.9%	7

(cont.)
SMILES	GlmU inhibition	RmlCD inh 1536
CCOC(=O)c1ccc(NC(=S)Nc2cccc(N)n2)cc1	-3.9%	.
Cc1ccc(NC(=O)Nc2cnccn2)cc1C	0.3%	3
O=c1oc(-c2ccccc2)nc2sc3c(c12)CCC3	7.5%	.
CCC1CCCCN1CC(=O)c1c(C)[nH]c2ccccc12 (stereo unspecified)	2.0%	.
NC(=O)C1(N2CCCCC2)CCN(c2nc(-c3ccccc3)cs2)CC1	2.8%	-1
COc1ccccc1-c1cc(C(=O)N2CCCc3ccccc32)no1	-2.5%	3
Cn1nnnc1N=N/C(=N/Nc1ccccc1)c1ccccc1	6.1%	60
Cc1cccc(N2CCC(NCc3c(C(=O)N4CCCCC4)nc4c(C)cccn34)CC2)c1	-0.6%	-13
COc1cccc2sc(Nc3nc(-c4ccccn4)cs3)nc12	1.5%	10
CC1CC(OC(=O)CN2CCCCC2)CC(C)(C)C1 (stereo unspecified)	-0.8%	-25
Cc1cccc(NC(=O)c2ccc(OCC3CCCO3)cc2)c1C (stereo unspecified)	4.2%	-1
COc1cccc(/C=N/NC(=O)c2ccc(OCc3cccc(Br)c3)cc2)c1	1.2%	.

Grouped by structure, the compounds so far containing a tert-butyl group
SMILES	GlmU inhibition	RmlCD inh 1536
CC(C)(C)OCC(O)CN1CCN(C(=O)c2ccccc2)CC1 (stereo unspecified)	3.1%	-6
CCOC(=O)c1cc2sccc2n1CC(=O)C(C)(C)C	-4.3%	6

The results go on.
SMILES	GlmU inhibition	RmlCD inh 1536
CCC(=O)Nc1ccc(N2CCC(C)CC2)cc1	1.2%	4
NS(=O)(=O)c1ccc(N/N=C/c2ccccn2)c([N+](=O)[O-])c1	-0.9%	2
CCOc1ccccc1Oc1coc2cc(OCC(=O)O)ccc2c1=O	5.6%	-12
Nc1nc(Br)c2c(F)cccc2c1-c1ccc(F)cc1	-6.5%	.
Cc1noc(C)c1COc1cccc(C(=O)Nc2ccc(C#N)cc2)c1	5.0%	-11
CCSc1nnc(NC(=O)CSc2nccn2-c2cc(C)cc(C)c2)s1	-0.4%	-1
COc1ccccc1NC(=O)c1c(C)nc2ccccc2c1C(=O)O	1.6%	-5
CC(=O)Nc1ccc(NC(=O)CSc2nnnn2-c2ccc3c(c2)OCCO3)cc1	1.1%	.
CSC(=NC#N)N1CCN(C(=NC#N)SC)CC1	-3.2%	8
Cn1c(-c2sc3cc(C(F)(F)F)cnc3c2-c2ccccn2)n[nH]c1=S	3.6%	3
CCCCCC(=O)Nc1sc(C)c(C)c1C#N	1.0%	-14
O=C1N(CN2CCC3(CC2)OCCO3)c2ccccc2C12OCCCO2	1.0%	-7
CCOC(=O)C1(Cc2cccc(OC)c2)CCN(Cc2cccc(OC)c2O)CC1	0.6%	.
CCC(=O)NC(=S)Nc1ccc(NC(=O)c2cc3ccccc3o2)c(OC)c1	-3.3%	7
CCOC(=O)CCC(=O)c1c(C)oc2ccc(OC)cc12	-1.7%	13
c1ccc(Cc2nn3c(COc4ccccc4)nnc3s2)cc1	5.4%	7
c1csc(Cc2nc(-c3ccc(-n4cccc4)cc3)no2)c1	2.0%	.
O=c1[nH]nc(SCc2nc3ccccc3s2)n1C1CC1	-2.6%	6
COC(=O)CN1C(=S)N(c2ccc(F)cc2)C(=O)C1CC(=O)Nc1ccccc1 (stereo unspecified)	0.6%	4
COc1cccc(-c2cc(C(=O)N3C(C)CCCC3C)no2)c1 (stereo unspecified)	-0.5%	.

The list is partial, so the mix of outcomes need not match the whole.
